# Screening results: PubChem, Icahn School of Medicine at Mount Sinai
# RBX1-CUL1 inh = inhibitors of human ROC1-CUL1 ubiquitin ligase activity; E3 ubiquitin-protein ligase RBX1 (Homo sapiens) + Cullin-1 (Homo sapiens), P62877+Q13616; in vitro K48 di-Ub FRET, acceptor:donor ratio, 45 min; inhibition, % at 10 µM; 0.6% of 140,000 active; in the data active = inhibition above about 25%
# Target sequence (P62877 whole entry, looked up): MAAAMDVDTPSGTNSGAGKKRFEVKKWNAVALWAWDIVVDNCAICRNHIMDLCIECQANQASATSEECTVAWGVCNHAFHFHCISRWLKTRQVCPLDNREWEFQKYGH
# Target sequence (Q13616 whole entry, looked up): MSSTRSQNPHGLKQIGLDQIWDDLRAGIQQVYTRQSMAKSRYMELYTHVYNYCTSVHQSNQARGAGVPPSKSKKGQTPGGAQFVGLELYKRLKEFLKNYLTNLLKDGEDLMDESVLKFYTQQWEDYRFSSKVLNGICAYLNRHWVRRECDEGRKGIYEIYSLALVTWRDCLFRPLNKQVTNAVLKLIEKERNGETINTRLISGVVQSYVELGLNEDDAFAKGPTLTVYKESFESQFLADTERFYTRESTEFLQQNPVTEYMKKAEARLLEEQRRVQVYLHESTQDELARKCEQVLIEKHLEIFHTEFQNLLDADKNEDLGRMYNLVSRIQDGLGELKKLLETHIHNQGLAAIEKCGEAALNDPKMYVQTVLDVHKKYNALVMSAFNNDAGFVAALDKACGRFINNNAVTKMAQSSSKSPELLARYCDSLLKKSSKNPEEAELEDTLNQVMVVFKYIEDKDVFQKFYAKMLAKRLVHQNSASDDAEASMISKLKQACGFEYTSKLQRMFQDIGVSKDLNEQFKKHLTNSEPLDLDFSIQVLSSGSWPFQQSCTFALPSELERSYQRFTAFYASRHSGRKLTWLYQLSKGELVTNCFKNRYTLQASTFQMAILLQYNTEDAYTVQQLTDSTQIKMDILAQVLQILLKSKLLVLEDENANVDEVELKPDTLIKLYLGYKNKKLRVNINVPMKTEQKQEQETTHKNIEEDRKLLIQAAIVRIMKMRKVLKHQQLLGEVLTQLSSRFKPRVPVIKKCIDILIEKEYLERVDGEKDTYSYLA
# * hit, by the source's call; & = joins results of further samples. An excerpt; count on the stated rates, not on these rows.
# Start of the data: the first six records, ahead of the listing:
SMILES,RBX1-CUL1 inh
CC1(C)CC(=O)C/C(=N/NC(=O)c2cccc(Cl)c2)C1,-12
CCOc1ccc(Br)cc1S(=O)(=O)N1CCCC(C)C1 (configuration not stated),1
CC1CCc2c(sc3ncn(C(C)C(=O)OC4CCCCC4)c(=O)c23)C1 (configuration not stated),-2
O=C(NCC1CCCO1)C(c1ccccc1)c1ccccc1 (configuration not stated),-6
CCOc1ccc(NC(=O)c2c(NC(=O)Cc3ccccc3)sc3c2CCCCC3)cc1,8
Cc1ccc(S(=O)(=O)NN2CC3(C)C4CCC3(C)C2(C(N)=O)C4)cc1 (configuration not stated),9

# This part in full, from the first entry:
SMILES,RBX1-CUL1 inh
CC1(C)CC(=O)C/C(=N/NC(=O)c2cccc(Cl)c2)C1,-12
CCOc1ccc(Br)cc1S(=O)(=O)N1CCCC(C)C1 (configuration not stated),1
CC1CCc2c(sc3ncn(C(C)C(=O)OC4CCCCC4)c(=O)c23)C1 (configuration not stated),-2
O=C(NCC1CCCO1)C(c1ccccc1)c1ccccc1 (configuration not stated),-6
CCOc1ccc(NC(=O)c2c(NC(=O)Cc3ccccc3)sc3c2CCCCC3)cc1,8
Cc1ccc(S(=O)(=O)NN2CC3(C)C4CCC3(C)C2(C(N)=O)C4)cc1 (configuration not stated),9
COc1cccc(NC(=O)c2nn(-c3ccc(C)cc3)c(=O)n(C)c2=O)c1,4
CCOC(=O)c1cc2c(=O)n3ccccc3nc2n(CC2CCCO2)c1=NC(=O)c1ccc(F)cc1 (configuration not stated),-3
Cc1ccc(CNC(=O)Cn2c(=O)n(Cc3ccccc3)c(=O)c3c2c2cc(C)ccc2n3C)cc1,5
CC(C)Oc1ccc(CNC(=O)c2cccc(NC(=O)N3CCSc4ncccc43)c2)cc1,0
COc1cccc(CNC(=O)c2cc(S(=O)(=O)N3CCCCC3)cn2C)c1,-4
NS(=O)(=O)c1cnccc1NNc1ccccc1,-13

# Given as tab-separated lines: entries from further up.
SMILES	RBX1-CUL1 inh
CCOc1ccc(NC(=O)c2c(NC(=O)Cc3ccccc3)sc3c2CCCCC3)cc1	8
Cc1ccc(S(=O)(=O)NN2CC3(C)C4CCC3(C)C2(C(N)=O)C4)cc1 (configuration not stated)	9
COc1cccc(NC(=O)c2nn(-c3ccc(C)cc3)c(=O)n(C)c2=O)c1	4
CCOC(=O)c1cc2c(=O)n3ccccc3nc2n(CC2CCCO2)c1=NC(=O)c1ccc(F)cc1 (configuration not stated)	-3

# Arranged by heavy-atom count (largest number first): some entries from above
SMILES,RBX1-CUL1 inh
CCOC(=O)c1cc2c(=O)n3ccccc3nc2n(CC2CCCO2)c1=NC(=O)c1ccc(F)cc1 (configuration not stated),-3
CCOc1ccc(NC(=O)c2c(NC(=O)Cc3ccccc3)sc3c2CCCCC3)cc1,8
O=C(NCC1CCCO1)C(c1ccccc1)c1ccccc1 (configuration not stated),-6
CCOc1ccc(Br)cc1S(=O)(=O)N1CCCC(C)C1 (configuration not stated),1

# Continued:
SMILES,RBX1-CUL1 inh
CC1=NC2=C(C(=O)c3ccccc32)C(c2ccc(C)cc2)C1C#N (configuration not stated),5
CCSc1nc2sc3c(c2c(=O)n1-c1ccc(C)cc1)CCC3,4
Cc1cccc(NC(c2nnc(-c3ccccc3)o2)c2ccc(F)cc2Cl)c1C (configuration not stated),3
O=C1CC(=O)c2c(c3c(n(N(c4ccccc4)c4ccccc4)c2=O)CCCC3)O1,0
CCN1CCNC(=O)C1CC(=O)OCc1ccccc1 (configuration not stated),7
COc1cc(Cl)c(S(=O)(=O)n2ccnc2C)cc1Cl,1
O=C(CCCSc1nc(-c2ccco2)cc(C(F)(F)F)n1)NCc1ccccn1,0
Cc1cc(C)c(S(=O)(=O)n2cnc3ccccc32)c(C)c1,6
O=c1[nH]c(CSc2nnc3ccccn23)nc2sc3c(c12)CCCC3,-2
Cc1nn(-c2ccc(N3CCCC3)nn2)c(C)c1CCC(=O)NCc1ccccc1F,-4
O=c1cc(-c2ccccc2)c2ccc3c(c2o1)CN(c1ccc(F)cc1)CO3,3
O=C(CN1C(=O)COc2ccc(S(=O)(=O)N3CCCC3)cc21)N1CCN(c2ccc(Cl)cc2)CC1,1
CCc1ccc(NC(=O)c2cc(S(=O)(=O)N3CCCC(C)C3)cn2C)cc1 (configuration not stated),-14
Cc1cc(C)c(S(=O)(=O)Nc2ccc(S(=O)(=O)N3CCOCC3)cc2)c(C)c1,5
CC(=O)c1cccc(NC(=O)COc2ccc(S(=O)(=O)NCCc3ccccc3)cc2)c1,-1
CCOC(=O)c1c(NC(=O)c2cc(=O)c3ccc(C)cc3o2)sc(C)c1C,12
CC(=O)N1c2ccc(S(=O)(=O)N3CCCCCC3)cc2CC1C(=O)NCc1cccc(F)c1 (configuration not stated),-5
Cc1ccc2nc(Nc3ccc(Br)cc3)nc(-c3ccccc3)c2c1,2
Cc1ccc(C)c(-c2ccc(=O)n(Cc3c(F)cccc3Cl)n2)c1,2
Nc1nc(NCCc2ccccc2)nc(-c2cc(Cl)ccc2O)n1,-6
CC(C)OC(=O)C(C(=O)C(F)(F)F)c1cc(NS(=O)(=O)c2ccc3c4c(cccc24)C(=O)N3)ccc1O (configuration not stated),-1
O=C(Cn1c(=O)n(-c2ccc(Cl)cc2)c(=O)c2oc3ccccc3c21)Nc1ccccc1,-8
CC(C)(CO)N=Cc1ccc(Cl)cc1,8
COc1cccc(OCCSc2nc(C)c(Cc3ccccc3)c(=O)[nH]2)c1,-2

# Quoted at random: two records from the list
SMILES,RBX1-CUL1 inh
CC(C)OC(=O)C(C(=O)C(F)(F)F)c1cc(NS(=O)(=O)c2ccc3c4c(cccc24)C(=O)N3)ccc1O (configuration not stated),-1
CC(C)(CO)N=Cc1ccc(Cl)cc1,8

# The listing continues.
SMILES,RBX1-CUL1 inh
CC1CCc2nc(NC(=O)CN3CCN(Cc4ccccc4)CC3)sc2C1 (configuration not stated),2
Cn1c(C2CCCO2)nc2cc(NC(=O)CC3CCCC3)cc(C(=O)NCCCn3ccnc3)c21 (configuration not stated),6
O=C(NC(c1ccccc1)c1ccccc1)C1CCC1,-1
CSc1nnc(-c2ccncc2)n1-c1cccc(C)c1,-11
CCc1ccccc1-n1c(C)cn2c3c(=O)n(CC)c(=O)n(C)c3nc12,4
COc1cc(C2NC(=O)N=C(C)C2C(C)=O)cc(OC)c1OC (configuration not stated),5
CCOc1ccc(-c2nc(SCC(=O)NCCOC)c(-c3ccc(OC)c(OC)c3)[nH]2)cc1,-3
CNCC(O)Cn1ccc2ccccc21 (configuration not stated),11
Cc1c(/C=N/Nc2cccc3cccnc23)c2ccccc2n1C,-2
CC(C)(O)c1nc2ccccc2n1Cc1ccc(F)cc1,-7
Cc1cc(O)c(-c2ccno2)cc1Cl,-2
COc1ccc(CCNC(=O)C(=O)NCC(c2ccco2)S(=O)(=O)c2ccccc2)cc1 (configuration not stated),5
O=C(C1CCc2ccccc2O1)N1CCC(Cn2cc(CO)nn2)CC1 (configuration not stated),14
CC(=O)Nc1cscc1-c1ccccc1,-5
CCc1cccc(CC)c1N(COC)C(=O)Cn1c(C)nc2ccccc21,4
C=CCc1cc(C(=O)NC(C)(C)C)ccc1OC,6
O=C1c2ccccc2-c2ncccc21,-7
CC(C)(C)c1ccc(C(=O)N2CCCCC2CCN2CCCCC2)cc1 (configuration not stated),8
CCOc1ccc(OCC)c(NC(=O)C(NS(=O)(=O)c2ccc(Br)s2)c2ccccc2)c1 (configuration not stated),5
CC12C(=O)N(c3ccc(Cl)c(Cl)c3)C(=O)C1C1c3ccccc3C2c2ccccc21 (configuration not stated),1
CC1(C)CC(=O)C2=C(C1)c1c(ccc3ccccc13)NC2c1cccc2ccccc12 (configuration not stated),-4
Brc1cccc(CNCc2cccs2)c1,-9
CCSc1nc2scc(-c3ccc(OC)cc3)c2c(=O)[nH]1,6
Cc1cc(C(=O)Nc2ccc(S(=O)(=O)N3CCCC(C)C3)cc2)no1 (configuration not stated),-7
Cc1ccc(NC(=O)/C(C#N)=C/c2cc(C)n(-c3ccc(Br)cc3)c2C)cc1C,10
CCc1n[nH]c2c1CN(C(=O)c1cccc(-c3ccc(C)o3)c1)CC2,0
COc1ccc(N2CCN(c3nc(-c4ccccc4F)nc4ccccc34)CC2)cc1,-4
COc1ccc(-n2nc(C)c3[nH]c(-c4cc(C)nn4C)nc32)cc1,0
CC(C)N(C)Cc1nnnn1CC(=O)N1CCC(Oc2ccccc2Cl)CC1,-7
COC(=O)[C@]1(C)C[C@H](C(=O)NCC(F)(F)F)[C@H](c2ccc(Cl)cc2)N1C,-5
CCc1noc(C)c1C(=O)NC(C)CCc1ccccc1 (configuration not stated),3
C=CCC(=O)N(Cc1cccnc1)CC1CCN(C2CCCC2)CC1,-1
Cc1ccc(N2C(=O)NC(=O)C(C=Nc3ncc(Br)cc3Br)C2=O)cc1 (configuration not stated),3
CCOC(=O)c1cc(=O)n(-c2ccc(Cl)cc2C)[nH]1,-1
CCN1CCN(Cc2c(O)ccc3oc(C)c(C(=O)Nc4ccc(OC)c(Cl)c4)c23)CC1,-8
CN(C)C(=O)CC1Sc2ccccc2NC1=O (configuration not stated),-10
Cc1ccc(NCC(=O)N/N=C/c2c(C)[nH]n(-c3ccccc3)c2=O)cc1,6
Cc1ccc(Cn2c(C(=O)NCc3ccccc3Cl)cc3sccc32)cc1,-8
Cc1cc(Cl)ccc1N(CC(=O)Nc1cccc(Cl)c1)S(=O)(=O)c1ccccc1,-6
O=C1c2ccc(Cl)cc2C(=O)N1c1ccc(Cl)c(Cl)c1,6
CCCS(=O)(=O)c1ncc(CN2CCC(C)CC2)n1CC1CCCO1 (configuration not stated),-1
Clc1ccc(-c2cn3cc(Cc4ccccc4)sc3n2)cc1,-1
CCN(CCn1cccn1)Cc1c(C(=O)N2C[C@@H](C)O[C@@H](C)C2)nc2sccn12,-2
Cc1ccc(NC(=O)CC2Sc3ccc(C(F)(F)F)cc3NC2=O)c(C)c1 (configuration not stated),-5
CNC(=O)c1ccc2c(c1)N=C(C)c1cc(C)ccc1S2,1
CCc1ccc(NC(=O)c2sc3nc(C)cc(C)c3c2NC(=O)c2ccccc2OC)cc1,3
CC#CC(=O)N1CCC(n2nccc2NC(=O)C(C)(C)C)CC1,-2
CN1C(=N)C(C(=O)c2ccccc2)C(=O)N(C)C1=O (configuration not stated),0
CCOC(=O)N1CCC(NC(=O)C2CC23CCN(C(=O)COc2ccccc2Cl)CC3)CC1 (configuration not stated),5
Fc1cccc(-c2noc3c2CN(Cc2cn[nH]c2-c2ccccc2)CC3)c1,4
Nc1nc(CN2CCN(c3ccccc3)CC2)nc(N2CCOCC2)n1,2
CSc1cccc(CNC2CCCN(Cc3ccccc3F)C2)c1 (configuration not stated),14
COc1cccc(-n2nnc(C(=O)NC3CC(C)(C)NC(C)(C)C3)c2C)c1,5
Cc1ccc2nc(-c3ccc(NC(=O)COc4ccc(Br)cc4Br)cc3)sc2c1,0
CCCCOc1ccc(CNC(=O)CN2CCSc3ccccc32)cc1,-7
CC(C)(C)C(=O)Nc1cccc(C(=O)OCc2cc(=O)n3nc(C4CC4)sc3n2)c1,2
CCOC(=O)c1ccc(NC(=O)c2nc(S(=O)(=O)Cc3ccccc3)ncc2Cl)cc1,-3
Cc1noc(C)c1C(=O)NCC12CC3CC(CC(C3)C1)C2,8
Cc1ncc2c(c1-c1noc(-c3cc(-c4cccn4C)n[nH]3)n1)CCNC2,-2
CN(Cc1ccco1)S(=O)(=O)c1nnc(NC(=O)c2cccc(Cl)c2)s1,9

# New compounds follow.
SMILES,RBX1-CUL1 inh
Cc1cc(O)c(N=Cc2cc3c(cc2[N+](=O)[O-])OCO3)cc1C,-6
Cc1cccnc1CN(C)Cc1cnc(S(C)(=O)=O)n1CC1CCCO1 (configuration not stated),8
Cc1ccc(C(=O)Nc2ccc(S(=O)(=O)N3CCCC(C)C3)cc2)o1 (configuration not stated),7
Cc1cc2nc(C[n+]3ccc(-c4ccccc4)cc3)[nH]c2cc1C,3
COc1ccc(-c2nc3ccccc3o2)cc1NC(=O)c1ccc(-c2ccc(Br)cc2)o1,12&4
c1ccc(-c2n[nH]c3c2oc2ccccc23)cc1,4
COc1cc(CC2=NC(=S)NC2=O)cc(Br)c1OCc1ccccn1,0
COC(=O)c1c(Oc2ccc(OC)cc2)nnc(-c2ccccc2)c1-c1ccccc1,-8
CC1(C)CC(=O)C2=C(C1)C(c1c(Cl)cccc1Cl)Nc1cc3ccccc3cc12 (configuration not stated),-6
Cc1c(Br)c(NC(=O)C(F)(F)F)nn1Cc1ccc(Cl)cc1,2
Cc1ccccc1OCCCCn1c(CCNC(=O)C(C)(C)C)nc2ccccc21,-2
CN1CCN(Cc2ccc(Oc3ncccn3)cc2)CC1CCO (configuration not stated),-2
COc1cccc(C2CC(=O)Nc3cc4c(cc32)OCCO4)c1OC (configuration not stated),-2
Nc1ccc(Br)c(NC(=O)c2ccccc2)c1,-7
COc1ccc(OCC(=O)Nc2ccc(S(=O)(=O)N3CCCCCC3)cc2)cc1,-10
O=C1c2ccccc2C(=O)c2c1c(C(=O)OCc1ccccc1)c1cc3ccccc3cn21,-3
CCCCCCCCOc1ccc(/C=C2/C(=O)N(CCc3ccccc3)C(=O)N(C(C)C)C2=O)cc1,11
Cc1ccc(-c2oncc2-c2ccccc2)cc1,2
O=C(c1cc(COc2ccc(F)c(F)c2)on1)N1CCCCO1,-6
COC(=O)c1c(-c2ccc(C(C)C)cc2)csc1NC(=O)COc1ccc([N+](=O)[O-])cc1,3
CC(=O)C(Sc1ncnc2sc(C)c(C)c12)C(C)=O,8
Cc1ccc(C)n1-c1c(C(=O)NCC(C)c2ccccc2)sc2ncccc12 (configuration not stated),2
Cc1ncc(-c2ccc(F)cc2)c(C2CCCN(C(=O)c3ccc(C(F)(F)F)cc3)C2)n1 (configuration not stated),3
Cc1occc1C(=O)NCc1nc(-c2ccc(NC(=O)Cc3ccccc3)cc2)oc1C,-4
COc1ccccc1C(=O)Nc1ccc(OCc2cc(=O)n3ccc(C)cc3n2)cc1,-5
COCCn1c(=O)c2c(nc3n2CCCN3c2cc(C)cc(C)c2)n(C)c1=O,3
O=C(NC1CC1)c1ccc(-c2cccc(-c3ccn[nH]3)c2)cc1,7
CCCCC(=Nc1ccccc1OC)C1C(=O)CC(c2ccccc2)CC1=O (configuration not stated),8
